Screening data: PubChem BioAssay, The Scripps Research Institute Molecular Screening Center
CHRM1 antagonist = human M1 muscarinic receptor antagonists, primary screen, CHO-K1 cells, Fluo-8 calcium fluorescence, 1536-well | Muscarinic acetylcholine receptor M1 (Homo sapiens), P11229 | CHO-K1 hM1, ACh EC80 antagonist | inhibition, % at 3 µM | 1.3% of 360,000 active;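 active = percent inhibition above its own plate's cutoff, namely the mean of that plate's compound wells plus 3 SD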;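 note: peak over basal fluorescence ratio during 140 s after agonist addition; 0% = ACh EC80 plus DMSO and 100% = DMSO alone without agonist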
M1 PAM = human M1 muscarinic receptor positive allosteric modulators, primary screen, CHO-K1 cells, Fluo-8 calcium fluorescence, 1536-well; Muscarinic acetylcholine receptor M1 (Homo sapiens), P11229; CHO-K1 hM1, ACh EC20; 0% = ACh EC20, 100% = maximal ACh; activation, % at 3 µM; 0.088% of 360,000 active; in the data active = activation above about 19%, passing the limit was not always enough
CHRM5 antagonist = human M5 muscarinic receptor antagonists, primary screen, CHO cells, Fluo-8 calcium fluorescence; CHO-hM5 cells, ACh EC80; inhibition, % at 3 µM; 0.59% of 360,000 active; AID 624040, 2012;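 active = inhibition above a per-plate cutoff, the mean of that plate's test compounds plus 3 SD, cut at about 27% in these data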;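 note: 0% = acetylcholine EC80 with DMSO and 100% = DMSO without agonist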
M4 ag = human M4 muscarinic receptor agonists, primary screen, CHO-K1 cells, Fluo-8 calcium fluorescence; Muscarinic acetylcholine receptor M4 (Homo sapiens), P08173; CHO-K1 hM4/Gqi5; vehicle 0%, full acetylcholine response 100%; activation, % at 3 µM; 0.14% of 360,000 active; AID 624127, 2012;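 active = activation above the run mean over all test wells plus 3 SD, cut at about 32% in these data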;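 note: peak over basal fluorescence ratio per well then scaled between controls; 0% = DMSO wells and 100% = acetylcholine at EC100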
Target sequence (P08173 whole entry, looked up): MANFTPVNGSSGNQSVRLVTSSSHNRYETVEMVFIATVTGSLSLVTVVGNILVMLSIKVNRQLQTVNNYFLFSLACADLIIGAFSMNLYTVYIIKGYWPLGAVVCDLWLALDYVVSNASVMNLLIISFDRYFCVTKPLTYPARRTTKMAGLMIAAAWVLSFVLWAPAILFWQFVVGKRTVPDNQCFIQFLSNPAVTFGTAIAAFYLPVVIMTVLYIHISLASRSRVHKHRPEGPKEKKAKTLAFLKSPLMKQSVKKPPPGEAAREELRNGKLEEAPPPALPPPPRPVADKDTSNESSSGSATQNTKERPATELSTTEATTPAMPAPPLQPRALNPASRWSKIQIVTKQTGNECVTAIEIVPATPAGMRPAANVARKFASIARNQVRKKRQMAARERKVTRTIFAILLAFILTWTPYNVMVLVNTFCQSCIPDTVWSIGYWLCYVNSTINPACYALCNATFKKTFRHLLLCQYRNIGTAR
CHRM5 PAM = human M5 muscarinic receptor positive allosteric modulators, primary screen, CHO-K1 cells, Fluo-8 calcium fluorescence; 0.3% of 360,000 active; activation, % at 3 µM; CHO-K1 hM5, ACh EC20 PAM; 0% = ACh EC20, 100% = ACh EC100;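 active = activation above the run cutoff, the mean activation of all test compounds plus 3 SD, cut at about 18% in these data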
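Probe or stimulus: acetylcholine, EC20 level; Assay system: human M5 receptor in CHO-K1 cells; Schedule: compound preincubation 140 s before EC20 acetylcholine addition; Technique: intracellular calcium via Fluo-8 fluorescence; Dosing: single-point, 3 µM nominal; Read-out basis: percent activation from peak-over-basal fluorescence ratio, scaled EC20-to-EC100 acetylcholine; Repeats: one well per compound, no replicates.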
M1 ag = human M1 muscarinic receptor agonists, primary screen, Fluo-8 calcium fluorescence, CHO-K1 cells, HTS; CHO-K1 hM1, agonist mode; 0% DMSO, 100% acetylcholine EC100; 0.33% of 360,000 active; activation, % at 3 µM; Muscarinic acetylcholine receptor M1 (Homo sapiens), P11229;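 active = activation above the run's mean compound activation plus 3 SD, cut at about 16% in these data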;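 note: peak over basal fluorescence ratio within a 140 s kinetic read after compound addition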
M5 ag = human M5 muscarinic receptor agonists, primary screen, CHO-K1 cells, Fluo-8 calcium fluorescence. Muscarinic acetylcholine receptor M5 (Homo sapiens), P08912. CHO-K1 hM5 cells; 0% DMSO wells, 100% maximal acetylcholine response. activation, % at 3 µM. 0.19% of 360,000 active. AID 624037, 2012;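 active = activation above the run's mean over test compounds plus 3 SD, cut at about 23% in these data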;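 note: signal is peak over basal fluorescence ratio across the kinetic read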
TAAR1 agonist = human TAAR1 agonists, primary screen, Fluo-8 calcium fluorescence, CHO RD-HGA16 cells. 0.99% of 360,000 active. vehicle wells 0%, saturating PEA agonist 100%. activation, % at 3 µM. Trace amine-associated receptor 1 (Homo sapiens), Q96RJ0;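 active = activation above the mean activation of all test compounds in the run plus 3 SD, cut at about 38% in these data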
Target sequence (Q96RJ0 whole entry, looked up): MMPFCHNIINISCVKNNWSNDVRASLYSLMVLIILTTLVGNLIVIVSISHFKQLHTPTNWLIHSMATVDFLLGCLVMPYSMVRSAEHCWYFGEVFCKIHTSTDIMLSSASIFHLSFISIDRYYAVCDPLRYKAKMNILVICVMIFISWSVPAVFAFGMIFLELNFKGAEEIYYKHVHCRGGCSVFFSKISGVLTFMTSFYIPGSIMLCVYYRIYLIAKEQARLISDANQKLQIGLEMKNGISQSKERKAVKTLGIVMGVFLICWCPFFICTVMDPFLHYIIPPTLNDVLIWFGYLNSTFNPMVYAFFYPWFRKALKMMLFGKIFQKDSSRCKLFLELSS
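Test system: RD-HGA16 (CHO) cells co-expressing Gα16 and hTAAR1 | Doses: Single dose, 3 µM | Schedule: 17-24 h seeding, 75 min 37 °C dye, 30 min RT | Evaluation: % activation from peak over basal fluorescence ratio, DMSO-to-PEA scaled | Technique: Kinetic Fluo-8 calcium fluorescence | Benchmarks: Low control DMSO, high control PEA (EC100)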
M4 antag = human M4 muscarinic receptor antagonists, primary screen, CHO cells, Fluo-8 calcium fluorescence; Muscarinic acetylcholine receptor M4 (Homo sapiens), P08173; CHO-hM4 cells, ACh EC80; inhibition, % at 3 µM; 0.73% of 360,000 active; AID 624125, 2012;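 active = inhibition above its plate's cutoff, the mean inhibition of sample wells plus 3 SD, cut at about 27% in these data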;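 note: 0% = acetylcholine EC80 with DMSO and 100% = DMSO without agonist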
* hit, by the source's call; nt = no result given.

SMILES	CHRM1 antagonist	M1 PAM	CHRM5 antagonist	M4 ag	CHRM5 PAM	M1 ag	M5 ag	TAAR1 agonist	M4 antag
Cc1ccccc1NC(=O)Cc1nc(CSc2nnc(C3CCCCC3)n2N)cs1	8	-7	13	2	-11	-3	-2	8	-4
CCCCn1nc(NS(=O)(=O)c2cccc3nonc23)c2cc3cccc(C)c3nc21	-3	10	-12	0	1	-5	-4	-4	7
O=C(Nc1ccon1)c1ccc(S(=O)(=O)N2CCOCC2)cc1	-10	10	0	1	3	0	-1	0	3
CC(C)NC(=S)N1CCN(S(C)(=O)=O)CC1	-13	9	1	0	1	-4	1	2	10
COc1ccc(C(C)=O)cc1COC(=O)c1cc2ccccc2cc1O	-16	12	8	0	2	-2	5	0	1
O=C1/C(=C\c2cccc(O)c2)SC(=S)N1Cc1ccccc1	-19	13	7	0	3	1	0	0	-3
Cc1cccc(OCCCC(=O)Nc2ccc(N3CCCCC3)cc2)c1C	-12	13	4	1	0	1	1	-1	-1
O=C(Cn1c(=O)oc2ccccc21)N(Cc1ccccc1)C1CCS(=O)(=O)C1 (stereo not drawn)	-15	4	-1	1	10	-4	-4	0	-1
O=C(COC(=O)c1ccc(O)cc1O)NCCN1C(=O)CSC1=O	-18	11	-4	1	4	-2	1	1	0
OC(c1ccccc1)(c1nc(-c2cc3ccccc3o2)cs1)C(F)(F)F (stereo not drawn)	11	-8	9	2	-14	-4	-2	2	2
O=C(CSc1nc2c(c(=O)n1-c1ccccc1)SCC2)N1CCOCC1	-3	3	0	-2	1	-2	1	1	-5
CCc1nc2ccc(C(=O)N3CCN(c4ccc(Cl)cc4)CC3)cc2nc1CC	6	-13	7	0	-8	-6	-10	-4	-4
Cc1cccc(OCC(=O)Nc2ccc3c(c2)C(=O)NC3=O)c1	-11	13	-27	15	10	5	8	11	-9
COc1ccccc1-c1nc(SC)n[nH]1	-11	9	6	2	-4	-4	2	5	-3
CCc1ccccc1OCC(=O)Nc1ccc2c(c1)OCCO2	1	0	5	1	0	-7	-3	3	2
CC(=O)NC1=NC(=O)/C(=C/N2CCOCC2)S1	-11	7	0	1	-2	0	-2	7	3
CCCNC(=O)C(Cc1cccc(OC)c1)NC(=O)c1ccc(C#N)cc1 (stereo not drawn)	7	-3	7	0	1	-4	2	1	6
Cc1ccc(N2CC(C(=O)Nc3nnc(C)s3)CC2=O)cc1 (stereo not drawn)	-26	8	3	-1	-2	-3	0	1	1
Cc1nn(C)cc1S(=O)(=O)N1CCN(Cc2ccccc2Cl)CC1	-6	5	8	2	-8	-4	-2	12	-3
CCCOc1ccc(C(=O)CCC(=O)NNC(=O)c2cccs2)cc1	-2	4	2	6	4	-3	-4	4	-15
Cc1ccc(S(=O)(=O)NC(=O)C2(C)CCN2C(=O)Cc2cccs2)nc1 (stereo not drawn)	-8	9	-3	1	2	-4	0	0	3
CC(=O)Nc1ccc(S(=O)(=O)Oc2ccccc2N2C(=O)C3C4CCC(C4)C3C2=O)cc1 (stereo not drawn)	6	5	3	6	-2	1	-2	4	-5
CC(C)c1cc(C(=O)N2CCCC(CCC(=O)NCc3ccccc3F)C2)n(C)n1 (stereo not drawn)	5	-1	10	7	-6	2	5	1	0
O=C(CCCN=C1NS(=O)(=O)c2ccccc21)OCc1cc([N+](=O)[O-])cc2c1OCOC2	4	-1	12	3	-11	-2	-1	3	4
Cc1nc2c(OCc3ccc(C(F)(F)F)cc3)cccn2c1N(C)C(=O)CCC1CCCC1	28	-26	6	5	-13	-8	-2	1	-2
CCN(CC)CCCn1c2c(c(SCC(=O)Nc3cc(C)cc(C)c3)nc1=O)CCC2	18	-16	0	1	-4	-9	-2	0	6
O=C(CSc1nc2ccccc2[nH]1)c1ccccc1F	-15	8	0	2	1	-4	-3	2	-5
O=C(NCCCN1CCN(CCCNC(=O)c2cccc(Cl)c2)CC1)c1cccc(Cl)c1	-6	-1	-5	2	-3	-9	-5	-2	18
COc1cnc(-c2ccccn2)nc1Sc1ccc(F)cc1	-5	6	-3	4	3	-5	1	15	-3
CCNC(=O)C1(C)CCCN(CCOc2ccc(Cl)cc2)C1 (stereo not drawn)	-10	8	2	1	-3	-7	-1	nt	-6
O=C(NC1CCS(=O)(=O)C1)C1CCCN(S(=O)(=O)c2ccc(Cl)cc2)C1 (stereo not drawn)	-4	6	-4	1	4	-10	-2	3	5
CN1CCNC(=O)C1CC(=O)N1CC=C(c2ccc(F)cc2)CC1 (stereo not drawn)	6	6	-23	1	14	-5	2	12	-4
Clc1ccccc1Nc1nc(NCC2CC2)nc2ccsc12	11	-13	15	7	-5	-5	-1	-2	1
COc1cccc(C(=O)Nc2cccc3ccccc23)c1	-9	6	-9	1	13	-4	3	4	3
Cc1ccccc1-c1cc(-c2ccccc2O)n[nH]1	-12	-8	-4	4	-9	-4	-8	9	-5
COc1ccccc1C(=O)NCC(=O)N1CCN(c2ncccn2)CC1	0	0	3	7	0	-2	4	2	6
Cc1cc(NC(=O)c2ccccc2C)no1	-15	18	2	0	14	4	6	0	-4
CN1CCCC(OC(=O)c2cc(F)c(F)c(F)c2F)C1 (stereo not drawn)	-13	10	15	5	-8	-6	-1	2	0
CC(=O)c1ccc(N2CCN(C(=O)c3cc4c(-c5ccccc5F)nn(C)c4s3)CC2)cc1	8	-9	5	15	-13	-3	1	1	5
CSCc1nc2scc(-c3ccccc3)c2c(=O)[nH]1	4	1	10	1	8	-2	4	0	-12
O=C(/C=C/c1ccc2c(c1)OCO2)NCc1ccc(F)cc1	-2	-3	-2	1	0	-5	-2	1	7
O=C(NNC1=C(C(=O)C(F)(F)F)CCC1)c1ccncc1	-2	-3	1	1	-6	-5	-2	2	0
Cc1ccc(/C=C/C(=O)c2ccccc(=O)c2O)c(C)c1	-12	14	-4	0	4	2	2	3	-2
COc1ccc(S(=O)(=O)CCC(=O)N2CCN(c3ccc([N+](=O)[O-])cc3)CC2)cc1	48*	-19	-8	7	4	0	4	2	-3
Cc1cc(C)nc(NC(=O)c2c(-c3ccccc3Cl)noc2C)n1	9	0	-4	1	-2	-2	-2	6	9
CS(=O)(=O)N(CC(=O)N1CCC(C(N)=O)CC1)c1ccc(Cl)c(C(F)(F)F)c1	-2	4	-13	1	0	-4	3	0	0
Cc1cc(NC(=O)CSc2nc(=O)cc(N)n2-c2ccc(C)c(C)c2)no1	-10	11	-10	1	3	-2	-4	1	-8
COc1ccc(CNC(=O)COC(=O)CCOc2ccc(C)cc2)cc1	-2	2	6	0	1	-3	-4	-2	-5
CSc1nn2cc(CCN3CCOCC3)c(-c3ccc(F)cc3)nc2c1C#N	-10	5	3	2	-2	-5	1	0	-17
CSc1nc(N)c2c(n1)OC(N)=C(C#N)C2c1cccnc1 (stereo not drawn)	1	-4	-3	-1	-1	-4	1	1	-5
NS(=O)(=O)c1ccc(NC(=O)c2cccc(N3C(=O)c4ccccc4C3=O)c2)cc1	-7	-1	4	2	0	-2	-2	-1	9
O=C(C1=NN[C@@H]2C(=O)N(c3ccccc3C(F)(F)F)C(=O)[C@H]12)C(c1ccccc1)c1ccccc1	14	-12	6	1	-8	-4	-7	0	18
Cc1cccc(N2CC(C)Cn3c2nc2c3c(=O)n(CC(=O)OCc3ccccc3)c(=O)n2C)c1 (stereo not drawn)	5	6	6	5	-7	-3	-2	10	-10
CC(c1nc2ccccc2c(=O)[nH]1)N1CCOCC1 (stereo not drawn)	-1	0	-5	2	0	-3	0	4	-2
O=C(/C=C/c1ccccc1)Nc1cccc(C(=O)NC2CC2)c1	-9	6	5	5	-5	-1	4	5	-10
COC(=O)c1sccc1NC(=O)COc1ccc(Cl)cc1	9	-10	6	-1	-6	-2	-2	0	10
O=C(CS(=O)(=O)c1ccccc1Cl)N1CCOCC1	-4	4	10	0	-6	-2	-2	2	-8
Cc1csc(NC(=O)C2CC(=O)N(c3ccc(C)c(C)c3)C2)n1 (stereo not drawn)	2	7	-5	2	1	-2	-2	0	-9
O=C(Nc1ccc2oc(-c3cccnc3)nc2c1)c1cccnc1	-13	9	4	1	-5	-2	-1	9	10
O=C(NC(=S)N1CCCc2ccccc21)c1ccc([N+](=O)[O-])cc1	-3	-5	1	1	-5	-7	-2	5	-1

At a glance, some entries already given.
SMILES	CHRM1 antagonist	M1 PAM	CHRM5 antagonist	M4 ag	CHRM5 PAM	M1 ag	M5 ag	TAAR1 agonist	M4 antag
CS(=O)(=O)N(CC(=O)N1CCC(C(N)=O)CC1)c1ccc(Cl)c(C(F)(F)F)c1	-2	4	-13	1	0	-4	3	0	0
Cc1cc(NC(=O)CSc2nc(=O)cc(N)n2-c2ccc(C)c(C)c2)no1	-10	11	-10	1	3	-2	-4	1	-8
COc1ccc(CNC(=O)COC(=O)CCOc2ccc(C)cc2)cc1	-2	2	6	0	1	-3	-4	-2	-5
CSc1nn2cc(CCN3CCOCC3)c(-c3ccc(F)cc3)nc2c1C#N	-10	5	3	2	-2	-5	1	0	-17
CSc1nc(N)c2c(n1)OC(N)=C(C#N)C2c1cccnc1 (stereo not drawn)	1	-4	-3	-1	-1	-4	1	1	-5

Following part:
SMILES	CHRM1 antagonist	M1 PAM	CHRM5 antagonist	M4 ag	CHRM5 PAM	M1 ag	M5 ag	TAAR1 agonist	M4 antag
Nc1nnc(-c2ccccc2Cl)s1	-4	-3	1	0	0	-2	-3	11	-6
CCOc1cc2c(C#N)c(N3CCOCC3)nc(N)c2c(N)n1	-13	9	3	1	3	-2	1	1	4
[O-][N+](=Cc1ccccc1)c1ccc(Cl)cc1	-18	10	2	0	-2	1	5	3	-1
CC(=O)Nc1ccc(NC(=O)Cn2cnc(S(=O)(=O)N3CCOCC3)c2)cc1	-1	0	-7	0	15	-2	-1	0	-12
COCC(C)N1CCC(n2nccc2NC(=O)c2ccccc2Cl)CC1 (stereo not drawn)	-15	8	16	0	2	-4	-4	0	5
COc1ccc(CNC(=O)CN2C(=O)COc3ccc(S(=O)(=O)N4CCCCC4)cc32)cc1	0	-1	19	2	-7	-4	-5	4	5
CCO[C@@H]1OC(C(=O)NC2CC2)=C[C@H](c2ccc(C(F)(F)F)cc2)[C@H]1CCCO	21	6	3	0	7	3	1	0	1
CN(C)C(CNC(=O)c1ccc(Br)cc1)c1ccco1 (stereo not drawn)	0	-3	2	1	-3	-10	-5	0	-9
O=c1c2[nH]c3ccc(F)cc3c2nc2n1CCCS2	-7	3	6	0	1	-5	-1	6	5

Only part of the results is shown (hit frequency here may not be typical).
